Compound activity as filed in PubChem.
GPR35 antagonists = inhibition of zaprinast-stimulated GPR35 beta-arrestin translocation – imaging, U2OS, beta-arrestin-GFP, zaprinast agonist, primary screen (AID 2058); U2OS GPR35 beta-arrestin-GFP translocation imaging, zaprinast antagonism; higher % means a stronger effect; one-dose inhibition, % at 10 µM; IC50 in µM for titrated hits; 0.052% of 290,000 active;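 active = inhibition of at least 50% with at least 30 cells and total cytoplasm GFP at most 10,000,000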
PhoP inhibition = PhoP-dependent GFP reporter repression – Salmonella Typhimurium, primary screen (AID 1863). S. Typhimurium PhoP-regulated promoter GFP reporter, 4 h; higher % means a stronger effect. inhibition, % at 50 µM, or IC50 in µM where a hit was titrated. 0.16% of 300,000 active;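 active = inhibition over 29.93%, a cutoff 3 SD above the screen mean, later confirmed by dose response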;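 also: 0% = low Mg2+ inducing control and 100% = high Mg2+ repressing control; strong numbers were not always called active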
RSV antiviral HEp-2 = RSV antiviral activity via CPE protection, HEp-2 cells, primary 10 µM value included (AID 2391) | HEp-2 cells, RSV-induced CPE inhibition; higher % means a stronger effect | one-dose CPE inhibition, % at 10 µM; IC50 in µM for titrated hits | 0.13% of 310,000 active; in the data active = a potency from the dose series; also: strong numbers were not always called active
SV40 large T antigen = SV40 large T antigen inhibitors, biochemical (AID 1903); SV40 large T antigen ATPase/helicase inhibition assay; higher % means a stronger effect; inhibition, % at 20 µM, or IC50 in µM where a hit was titrated; 0.39% of 310,000 active; in the data active = a potency from the dose series; also: strong numbers were not always called active
GPR55 LPI antagonism = GPR55 antagonists blocking LPI-driven arrestin recruitment, primary screen, imaging, U2OS, beta-arrestin-GFP, LPI agonist (AID 2013); U2OS GPR55 beta-arrestin-GFP translocation imaging, LPI antagonism; higher % means a stronger effect; one-dose inhibition, % at 10 µM; IC50 in µM for titrated hits; 0.13% of 290,000 active;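 active = spots per cell inhibited over 60%, with over 100 cells counted and total cytoplasm intensity under 500,000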;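 also: U2OS cells stably carrying GPR55 and arrestin-GFP stimulated by 5 µM LPI near EC80; imaged beta-arrestin-GFP aggregate spots per cell after agonist stimulation; plate controls were LPI-stimulated DMSO wells for no effect and DMSO wells without LPI for full effect; some results filed as inactive read as strong as hits; confirmed hits need IC50 under 10 µM and bright autofluorescent wells are also inconclusive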
Dengue-2 NS5 capping = flavivirus cap methylation enzyme inhibition – biochemical, confirmation dose response, primary screen (AID 588689) | 0.3% of 340,000 active | one-dose inhibition, % at 25 µM; IC50 in µM for titrated hits | Dengue-2 NS5 methyltransferase capping enzyme assay, biochemical; higher % means a stronger effect; in the data active = a potency from the dose series
UTI89 phage lysis = inhibition of K1F phage lysis, E. coli UTI89, bacterial capsule biogenesis inhibitors, alamar blue (AID 488966). E. coli UTI89 K1F phage lysis, alamar blue, 2 h; higher % means a stronger effect. 0.02% of 340,000 active. one-dose inhibition, % at 100 µM; IC50 in µM for titrated hits;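 active = phage lysis inhibition, versus mean bacterial control, above a set limit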;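 also: capsule biogenesis inhibitors block K1F phage lysis so surviving cells raise fluorescence; higher fluorescence means more inhibition of phage lysis; actives were called in the ten point dose series up to 300 µM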
HIV peptide binding = inhibitors of HIV fusion peptide binding, primary screen, biochemical, uHTS, fluorescence dequenching (AID 1986); cell-free peptide binding, fluorescence dequenching, 30 min; higher % means a stronger effect; one-dose inhibition, % at 20 µM; IC50 in µM for titrated hits; 0.3% of 290,000 active; in the data active = inhibition mostly above about 52%, no sharp cut-off; inactive = mostly below about 76%; also: some results filed as inactive read as strong as hits
Rac1 GTP hydrolysis = MgcRacGAP GTPase-activating activity inhibitors, confirmation, biochemical, ADP Hunter fluorescence; inhibition, % at 30 µM; hits with a dose series show IC50 in µM; MgcRacGAP-stimulated Rac1 GTP hydrolysis, ADP Hunter fluorescence; higher % means a stronger effect; GST-tagged Rac1 F28L mutant substrate; 0.6% of 340,000 active;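 active = first-screen hits whose inhibition reached a set limit at any dose in the follow-up dose series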;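 also: fluorescence reports GDP produced by GAP-driven GTP hydrolysis; strong numbers were not always called active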
Dengue-2 NS5 capping pilot replicate = also measured in Dengue-2 NS5 capping; calls as there; inhibition, %; measured here: pilot screen replicate inhibition
* = called active by the depositor; nt = no result given; [ ] = remark or other dose.

SMILES	GPR35 antagonists	PhoP inhibition	RSV antiviral HEp-2	SV40 large T antigen	GPR55 LPI antagonism	Dengue-2 NS5 capping	UTI89 phage lysis	HIV peptide binding	Rac1 GTP hydrolysis	others
CC(C)(C)n1nc2c(c1NC(=O)c1ccc(Br)cc1)CS(=O)C2 (centres undefined)	4.4%	-6.2%	2.0%	5.2%	-13.2%	-5.6%	-1.1%	0.5%	-5.7%
COc1ccccc1NC(=O)Cn1nc(C)n2cccc2c1=O	-7.2%	-3.9%	2.8%	4.2%	4.6%	-5.4%	-5.2%	1.0%	6.5%
CCCCN(C(=O)C1CC1)C1CCS(=O)(=O)C1 (centres undefined)	nt	5.5%	0.5%	-0.9%	nt	-1.4%	1.2%[50 µM]	nt	5.6%
Cc1cc(=O)oc(C)c1C(=O)NCCC(C)C	-4.3%	1.2%	2.4%	8.8%	-10.5%	-8.0%	6.3%	1.2%	5.5%
CSc1nc(SCC(=O)NCc2ccco2)c2c3c(sc2n1)COC(C)(C)C3	-2.6%	-10.1%	2.7%	6.7%	-12.1%	-2.4%	2.1%	-0.9%	1.2%
Cc1ccc(C(=O)N2CCCCCC2)cc1S(=O)(=O)Nc1ccccc1	-1.0%	0.1%	6.2%	24.1%	7.3%	-8.7%	0.0%	2.1%	3.6%
C=CCNc1nc2c(c(=O)[nH]c(=O)n2C)n1CCCCC	14.2%	-1.0%	-0.2%	8.7%	11.1%	-3.2%	1.5%	-2.0%	12.2%
Cc1ccccc1NS(=O)(=O)c1ccc(C(=O)NCCCN2CCCC2=O)cc1	nt	-1.0%	-0.1%	13.3%	nt	3.6%	2.0%[50 µM]	nt	8.4%
COc1ccc(C(=O)Nc2c(-c3cccs3)c(=O)c3ccccc3n2C)cc1	16.5%	-9.2%	-1.2%	1.2%	-2.1%	-4.6%	0.4%	-0.9%	4.4%
O=C(C[n+]1ccc(-c2nnc3n2CCC3)cc1)c1ccc(Cl)cc1	-3.1%	4.3%	1.0%	-3.8%	8.2%	0.0%	2.5%[50 µM]	0.0%	-6.4%
Cc1nc2nc(C)c(NS(=O)(=O)c3ccc(Cl)s3)c(=O)n2[nH]1	-4.0%	-1.5%	2.1%	8.7%	1.9%	-8.3%	0.2%	2.0%	-0.6%
CC(=O)Nc1ccc(C2=CC(=O)CC(C)(C)C2)cc1	nt	nt	1.2%	nt	nt	-7.1%	-0.7%	nt	9.8%
COc1ccc2[nH]c3c(=O)n(CCN4CCOCC4)cnc3c2c1	3.3%	-0.6%	1.1%	20.0%	1.0%	-10.2%	0.2%	0.5%	8.8%
Cc1ccc2[nH]c3c(c2c1)CN(C(C)C)CC3	4.0%	24.2%	9.6%	-1.5%	6.7%	4.8%	-0.1%	-1.0%	5.5%
COC(=O)c1sc2ccccc2c1NC(=O)c1ccc(S(=O)(=O)N2CCCC(C)C2)cc1 (centres undefined)	-17.6%	-7.3%	5.1%	3.6%	17.5%	-2.6%	0.4%	1.1%	8.4%
O=C(Nc1ccc([N+](=O)[O-])cc1)c1cc(-c2ccccn2)nc2c(Cl)cccc12	-9.6%	11.4%	-1.4%	-1.8%	15.7%	8.0%	0.4%	1.4%	14.7%
O=C1CN=CN=CN1c1ccc(Cl)cc1Cl	-6.6%	-5.0%	5.2%	1.5%	5.9%	-3.6%	0.0%	-0.7%	-4.6%
CCn1c2ccccc2c2cc(CN3CCN(Cc4cc(OC)ccc4O)CC3)ccc21	-10.6%	2.9%	5.2%	0.2%	5.9%	5.4%	0.5%	-0.9%	13.8%
CC(NC(=O)c1ccc(Cl)cc1)c1nnc(SCc2ccc([N+](=O)[O-])cc2)n1C (centres undefined)	11.5%	10.7%	-0.1%	-8.0%	-1.0%	-0.8%	-0.8%	-2.8%	4.1%
CS(=O)(=O)c1ccc2nc(NC(=O)c3cccc([N+](=O)[O-])c3)sc2c1	-7.4%	-3.3%	7.9%	11.5%	19.3%	-2.6%	3.8%	2.7%	9.8%	Dengue-2 NS5 capping pilot replicate=1.8

Reprinted at random: 4 compounds from above
SMILES	GPR35 antagonists	PhoP inhibition	RSV antiviral HEp-2	SV40 large T antigen	GPR55 LPI antagonism	Dengue-2 NS5 capping	UTI89 phage lysis	HIV peptide binding	Rac1 GTP hydrolysis	others
CC(C)(C)n1nc2c(c1NC(=O)c1ccc(Br)cc1)CS(=O)C2 (centres undefined)	4.4%	-6.2%	2.0%	5.2%	-13.2%	-5.6%	-1.1%	0.5%	-5.7%
Cc1ccc(C(=O)N2CCCCCC2)cc1S(=O)(=O)Nc1ccccc1	-1.0%	0.1%	6.2%	24.1%	7.3%	-8.7%	0.0%	2.1%	3.6%
COc1ccccc1NC(=O)Cn1nc(C)n2cccc2c1=O	-7.2%	-3.9%	2.8%	4.2%	4.6%	-5.4%	-5.2%	1.0%	6.5%
CC(NC(=O)c1ccc(Cl)cc1)c1nnc(SCc2ccc([N+](=O)[O-])cc2)n1C (centres undefined)	11.5%	10.7%	-0.1%	-8.0%	-1.0%	-0.8%	-0.8%	-2.8%	4.1%

The list continues.
SMILES	GPR35 antagonists	PhoP inhibition	RSV antiviral HEp-2	SV40 large T antigen	GPR55 LPI antagonism	Dengue-2 NS5 capping	UTI89 phage lysis	HIV peptide binding	Rac1 GTP hydrolysis	others
CCn1c(COc2ccc(C)cc2)nnc1SCC(=O)Nc1cc(OC)ccc1OC	0.9%	-4.2%	19.6%	13.0%	3.0%	-4.7%	-0.4%	25.7%	4.0%	Dengue-2 NS5 capping pilot replicate=5.2
COc1ccc2ccc(Oc3ncccn3)cc2c1	3.9%	-3.9%	-0.8%	nt	-7.5%	-1.6%	-1.2%	2.2%	2.0%
COc1cc2c(cc1OC)C(CC#N)=NC(C)(C)C2	-4.8%	-6.3%	2.8%	8.0%	15.5%	-4.8%	-0.4%	2.5%	7.0%
C=C(C)Cn1c(N2CCN(CC)CC2)nc2c1c(=O)[nH]c(=O)n2C	5.0%	-7.7%	0.9%	-0.1%	-1.2%	-6.5%	4.0%	-1.7%	1.1%
CCOc1ccc(S(=O)(=O)NCCC(=O)N2CCCN(C)CC2)cc1	0.9%	0.7%	-0.8%	11.8%	6.5%	-3.9%	0.6%	1.2%	1.8%
CC(=O)NCC(=O)N1CCCC(C(=O)c2ccc(-c3ccccc3)c(F)c2)C1 (centres undefined)	0.6%	0.4%	3.5%	28.7%	3.3%	1.5%	0.2%	-1.4%	9.5%
Cn1nc(CC(=O)Nc2ncc(Br)s2)c2ccccc2c1=O	3.3%	-5.8%	18.8%	-0.3%	6.5%	nt	0.6%	0.1%	11.8%
CC(C)n1c(=O)n(CC(=O)NCC2CCCO2)c(=O)c2c3c(sc21)COC(C)(C)C3 (centres undefined)	-1.9%	-7.6%	0.8%	9.8%	10.4%	0.0%	0.1%	1.0%	6.6%
CCOC(=O)c1ccc(S(=O)(=O)N2CCC(C(=O)NCC3CCCCC3)CC2)cc1	nt	nt	0.6%	nt	nt	11.6%	0.4%[50 µM]	nt	3.1%
O=C(Nc1cccc(F)c1)c1cc(S(=O)(=O)N2CCC3(CC2)OCCO3)ccc1F	5.2%	-1.3%	12.1%	2.0%	1.9%	nt	nt	-1.2%	nt
Cc1ccc(NC(=O)CSc2nnc(-c3cnccn3)n2C)cc1C	8.9%	-6.1%	-1.0%	29.7%	15.3%	-3.5%	0.3%	0.6%	5.6%
CCOC(=O)CSc1nc(C)c(C(=O)OCC)s1	-14.6%	-7.7%	2.0%	-4.2%	0.9%	8.1%	1.0%	0.1%	8.8%
COc1ccc(Nc2oc(-c3ccc(F)cc3)nc2C#N)cc1	-2.1%	-3.1%	-0.5%	4.8%	2.8%	nt	nt	-0.7%	nt
CCn1c(SCC(=O)N2CCCCCC2)nc2c(c1=O)SCC2	-0.3%	4.3%	0.1%	7.4%	4.7%	-7.8%	0.2%	-1.5%	4.3%
CC(=O)c1ccc(S(=O)(=O)Nc2ccc(C(=O)N(C)CC(=O)Nc3cccc(C)c3C)cc2)cc1	nt	nt	3.0%	nt	nt	-8.2%	0.3%[50 µM]	nt	1.9%
CCOc1ccc(S(=O)(=O)n2ccnc2)c2ccccc12	-0.4%	5.8%	1.1%	-1.1%	-5.7%	-8.3%	-3.4%	0.8%	-4.4%
COc1ccc(C(=O)O)cc1S(=O)(=O)Nc1ccccc1Cc1ccccc1	9.2%	nt	nt	nt	-6.6%	0.8%	0.2%	0.8%	6.1%
COc1cccc(CNC(=O)CN(C)S(=O)(=O)c2ccc3c(c2)c(=O)n(C)c(=O)n3C)c1	-1.1%	nt	1.4%	7.7%	7.8%	0.7%	9.3%	-0.2%	0.4%
CCCn1cnnc1CNC(=O)C1CCC(=O)N(CCc2ccc(OC)cc2)C1 (centres undefined)	6.3%	-2.5%	0.3%	4.7%	-2.6%	-1.4%	0.4%	0.3%	10.0%
O=C1NC(c2ccccc2)=C(c2ccc3ccccc3n2)C(c2ccncc2)N1 (centres undefined)	-6.5%	4.2%	1.3%	-4.0%	22.0%	-0.3%	2.1%	-1.6%	-0.5%
COc1ccc(NC(=O)CCCN(C)S(=O)(=O)c2ccc(C)cc2)cc1	6.6%	-2.1%	1.0%	12.1%	7.4%	0.6%	0.1%	1.8%	9.0%
O=C1CN(C(=O)c2c(F)cccc2F)C(c2ccccc2)c2cc(Br)ccc2N1 (centres undefined)	-3.5%	-3.3%	7.5%	16.1%	-6.1%	-6.5%	0.4%	-2.5%	7.1%
C=CCN1C(=O)C(CC(=O)O)SC1=Nc1cccc([N+](=O)[O-])c1 (centres undefined)	3.4%	-4.7%	-0.8%	4.7%	7.6%	-7.6%	0.5%	-1.0%	4.2%
CCNc1ccc(S(=O)(=O)C(F)(F)F)cc1NC(=O)C12CCC(CC1)C2	-14.9%	-5.2%	-0.7%	-0.1%	18.6%	-1.7%	1.4%	-2.0%	1.0%
COC(=O)c1ccccc1Oc1cc(C(F)(F)F)nc(-c2ccccn2)n1	nt	nt	0.5%	-2.1%	nt	8.5%	-0.9%	nt	13.4%
COC(=O)c1cscc1S(=O)(=O)Cc1ccccc1	-1.7%	-2.3%	0.2%	7.2%	-0.8%	-2.4%	-0.6%	1.5%	3.0%
O=C(Nc1ccccc1Cl)NC1(C(=O)NCC2CCCO2)CCCCC1 (centres undefined)	-3.7%	0.4%	-0.3%	4.3%	3.1%	-3.6%	0.1%	-1.0%	2.0%
CN(C)c1ccc(/C=N/N(Cc2ccccc2)c2ccccc2)cc1	-3.2%	8.3%	2.8%	5.9%	10.4%	4.5%	0.5%	-1.0%	6.5%

Hits appear at their usual frequency (roughly 1.5% active in at least one column).
